GLS inhibitor = inhibitors of human glutaminase (GLS). O94925. GLS enzymatic activity, qHTS titration. Potency, µM (top dose mostly 45.5 µM), without a hit: at the top dose activity change, negative = inhibition, actives largely listed as inhibitors. actives 0.21% (n = 410,000). AID 624170; also: % is scaled to controls: 0 for no effect and ±100 for the full control effect
Target sequence (O94925 whole entry, looked up): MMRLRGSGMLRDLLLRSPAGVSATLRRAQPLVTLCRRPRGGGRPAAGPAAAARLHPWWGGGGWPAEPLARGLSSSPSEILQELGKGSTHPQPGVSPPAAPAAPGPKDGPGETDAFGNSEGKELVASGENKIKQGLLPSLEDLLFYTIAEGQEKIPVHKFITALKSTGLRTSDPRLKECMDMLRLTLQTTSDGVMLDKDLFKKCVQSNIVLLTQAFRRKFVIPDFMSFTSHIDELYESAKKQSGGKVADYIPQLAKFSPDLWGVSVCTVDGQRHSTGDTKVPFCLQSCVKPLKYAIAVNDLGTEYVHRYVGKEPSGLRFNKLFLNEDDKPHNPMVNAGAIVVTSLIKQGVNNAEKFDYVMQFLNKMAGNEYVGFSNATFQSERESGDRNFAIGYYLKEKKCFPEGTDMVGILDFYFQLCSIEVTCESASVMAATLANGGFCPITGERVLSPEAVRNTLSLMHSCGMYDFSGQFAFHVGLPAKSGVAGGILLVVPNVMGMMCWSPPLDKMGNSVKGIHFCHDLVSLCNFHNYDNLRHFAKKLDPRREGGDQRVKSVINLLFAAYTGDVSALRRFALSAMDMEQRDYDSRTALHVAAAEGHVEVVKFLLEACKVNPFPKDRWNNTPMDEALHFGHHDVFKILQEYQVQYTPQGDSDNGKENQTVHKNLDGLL
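Glutamate formation by hKGA was monitored fluorometrically using coupled glutamate oxidase, HRP and Amplex Red. Substrate was added as 1 mM L-glutamine solution; incubation was 30 min at RT after an initial read.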
BLM inh = blocks DNA unwinding by human BLM helicase. P54132. recombinant BLM DNA unwinding, fluorescence dequenching. Potency, µM (series often up to 56.1 µM), for inactives: at the highest dose activity change, negative = inhibition, hits mostly inhibitors. actives 0.2% (n = 350,000). AID 2528;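 also: plate controls were vehicle for no effect and no enzyme for full effect; nearly all actives have a fitted effect of over 35% in size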
JMJD2A Tudor inh = JMJD2A Tudor domain (human) inhibition; Potency, µM (doses to about 114 µM), without a hit: at the highest dose activity change, negative = inhibition, most hits filed as inhibitors; O75164; AID 504339; actives 4.4% (n = 390,000); AlphaScreen JMJD2A-Tudor / H3K4me3 peptide binding; also: % is scaled to controls: 0 for no effect and ±100 for the full control effect; nearly all actives have a fitted effect of over 50% in size
G9a block = inhibitors of human histone lysine methyltransferase G9a; Q96KQ7; G9a H3K9 monomethylation, AlphaScreen, 2 h; Potency, µM (series often up to 102 µM), inactives show top-dose activity, negative = inhibition, usual class: inhibitors; actives 8.8% (n = 350,000); also: % is scaled to controls: 0 for no effect and ±100 for the full control effect; nearly all actives have a fitted effect of over 75% in size
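AlphaScreen detection with an anti-monomethyl H3K9 antibody quantified product after a 2 h room-temperature reaction containing 500 nM biotinylated H3K9 peptide, 20 µM SAM and 20 nM enzyme, which had been preincubated 15 min with compound.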
Pin1 inh = inhibitors of human Pin1; Q13526; Pin1 FP peptide displacement, HiFluor488, 10 min; Potency, µM (titrated, usually from 115 µM), inactives show at the top dose activity, negative = inhibition, most hits filed as inhibitors; actives 0.009% (n = 390,000); AID 504891; active = well fitted inhibition curve with a large enough effect in the polarisation, with a control signal flat, not every such curve was filed as active; inconclusive = small, poorly fitted or top-dose-only effect, or effect the other way, or a change in a side signal; inactive = no such curve, though single readings can be large or run the other way; the % refers to the polarisation; also: % is scaled to controls: 0 for no effect and ±100 for the full control effect
Target sequence (Q13526 whole entry, looked up): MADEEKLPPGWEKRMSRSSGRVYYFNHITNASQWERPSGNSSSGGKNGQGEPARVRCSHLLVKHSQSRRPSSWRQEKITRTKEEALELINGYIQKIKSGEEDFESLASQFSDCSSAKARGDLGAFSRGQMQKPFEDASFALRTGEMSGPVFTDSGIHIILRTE
PGK inhibitor = inhibitors of T. brucei phosphoglycerate kinase. Potency, µM (doses to about 57.5 µM), inactives show top-dose activity change, negative = inhibition, hits mostly inhibitors. actives 0.043% (n = 380,000). P07378. AID 602233. PGK/GAPDH coupled, Kinase-Glo luminescence, 60 min; also: % is scaled to controls: 0 for no effect and ±100 for the full control effect; nearly all actives have a fitted effect of over 60% in size
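Luminescent ATP detection (Kinase-Glo Plus) follows a 60-minute room-temperature incubation, with wells lacking PGK as controls. Buffer: 100 mM TEA (pH 7.6), 5 mM MgCl2, 0.01% Tween-20. Coupling enzyme GAPDH (100 nM final) supplies unstable 1,3-BPG in-well.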
POLI inh = DNA polymerase iota (human) inhibition; Potency, µM (titrated, usually from 115 µM), without a hit: at the top dose activity, negative = inhibition, hits mostly inhibitors; Pol iota fluorescent replication assay, 10 min; actives 1% (n = 390,000); Q9UNA4
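Pol iota at 10 nM preincubated 15 min with compounds at room temperature; reaction started with fluorescent substrate, 50 nM final. Fluorescence read kinetically at 0 and 10 min; buffer-only wells as negative control.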
BAZ2B inh = BAZ2B (human) inhibition; Q9UIF8; AlphaScreen BAZ2B-H3K14Ac peptide displacement; Potency, µM (doses to about 114 µM), for inactives: at the top dose activity change, negative = inhibition, most hits filed as inhibitors; actives 4.4% (n = 360,000); AID 504333; also: % is scaled to controls: 0 for no effect and ±100 for the full control effect; nearly all actives have a fitted effect of over 60% in size
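Multi-concentration screen (max 110 uM) measuring displacement of acetylated histone H3 peptide from BAZ2B by AlphaScreen, using 50 nM protein, 50 nM peptide and 10 ug/mL streptavidin donor plus Ni-chelate acceptor beads.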
HP1b binding inh = inhibitors of HP1-beta chromodomain binding to methylated histone tails; AlphaScreen HP1-beta / biotin-H3K9me3 peptide binding; Potency, µM (top dose mostly 114 µM), for the others: at the highest dose activity change, negative = inhibition, actives largely listed as inhibitors; actives 0.56% (n = 390,000); AID 540317; also: nearly all actives have a fitted effect of over 70% in size; inactives centre near 23
Target sequence (P83916 whole entry, looked up): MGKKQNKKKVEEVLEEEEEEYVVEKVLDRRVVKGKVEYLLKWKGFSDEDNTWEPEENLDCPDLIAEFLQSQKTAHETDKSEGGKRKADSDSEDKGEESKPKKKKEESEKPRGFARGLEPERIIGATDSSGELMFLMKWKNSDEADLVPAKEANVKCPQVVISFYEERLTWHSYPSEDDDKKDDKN
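AlphaScreen: HP1-beta (50 nM) preformed 30 min with biotin-H3(1-18)K9me3 peptide (50 nM) in PBS pH 7.4, 0.01% Tween-20. Compound added for 30 min at RT, then streptavidin donor/nickel chelate acceptor beads (10 ug/mL) for 30 min.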
* hit, by the source's call; i = inactive; u = inconclusive; x = not tested or not shown; & = joins results of further samples; ! = repeats disagree; [ ] = dose if it differs, or a comment. Unless noted, calls follow the shape of the dose curve; as a rule, active = well fitted curve in the direction sought with a large enough effect; inconclusive = small, poorly fitted or top-dose-only effect, or another doubt; inactive = no such curve, though single readings can be large; an effect the other way counts as inactive or inconclusive. Potency is read from the fitted curve at half-maximal effect.

SMILES	GLS inhibitor	BLM inh	JMJD2A Tudor inh	G9a block	Pin1 inh	PGK inhibitor	POLI inh	BAZ2B inh	HP1b binding inh
CCCCC1(C2CCCC2)NC(=O)NC1=O (stereo unspecified)	-4%	x	-3%	x	0%	6%	28%	x	19%[57 µM]
Cc1[nH][nH]c(=O)c1C(c1ccc(-c2cccc(C(=O)O)c2)o1)c1c(C)[nH][nH]c1=O	15%	-1%	56µM*	18µM*	u	u	2.2µM*	79µM*	u
Cn1c(=O)c2[nH]c(-c3ccccc3)c(O)c2n(C)c1=O	33%[activator]	1%	-7%	2.2µM*	x	3%	19%	11%	26%
CN(C)S(=O)(=O)Oc1ccsc1C(=O)Nc1ccc(Br)cc1	-12%	-7%	41%[activator]	39%[activator]	-1%	-4%	80%[activator]	27%	75%[activator]
Cc1nc2scc(C)n2c(=O)c1S(=O)(=O)Nc1ccc(N2CCN(C(=O)C(C)C)CC2)cc1	35%&16%[activator]	-4%&1%	40µM*!	-15%	-5%&5%	-7%	7%&-6%	-11%[57.1 µM]	50%[activator]
CN=CC1=C(O)c2ccccc2C1=O	-1%	1%	-4%	1%[59 µM]	3%	x	-12%	1%	18%
CCN(C[C@H]1N[C@@](C)(C(=O)OC)[C@H]2C(=O)N(C)C(=O)[C@@H]12)S(=O)(=O)c1ccccc1	-2%	x	-7%	x	1%	i	24%	x	56%[activator]
O=C(O)COc1ccc(/C=N/NC(=O)c2cccc3ccccc23)cc1	-3%	-5%	-4%	26%[2.33 µM]	u	-1%	27%	-3%	-15%
Cc1cc(C)cc(NC(=O)Cn2cc(C(=O)c3cccs3)c3ccccc32)c1	3%	-8%	-19%	-33%[59 µM]	22%	i	-14%	-5%	18%
CC(=O)c1cc(CC=C(C)C)c(O)cc1O	35%[activator]	-12%	12%[11.4 µM]	23%	1%	i	-16%	0%[57.1 µM]	-15%
CC1CCc2[nH]c3ccc(C(=O)N(C)CC(=O)Nc4ccc(F)cc4)cc3c2C1 (stereo unspecified)	-1%	-13%	u	u	-2%	-8%	23%	u	u
COc1ccc(C)cc1NC(=O)COC(=O)c1ccccc1SCC(=O)N1CCCC1	0%	x	-15%	u	-4%	0%	10%	-30%	29%
Cc1cc(NC(=O)CSc2ccc3nnc(CCNS(=O)(=O)c4ccccc4)n3n2)no1	-2%	0%	-16%	-38%	-7%	6%	17%	x	27%
O=C1NCCCCC1NS(=O)(=O)c1ccc(F)c(F)c1 (stereo unspecified)	1%	0%	-5%	-1%	1%	-1%	34%[activator]	-2%	53%[activator]
Cc1ccc2cccc(OCCCOc3ccccc3F)c2n1	-1%	-12%	40%[activator]	x	4%	i	6%	7%	82%[activator]
O=C1CCC[C@@H]2Cc3[nH]c4c(Cl)ccc(Cl)c4c3[C@@H]3CCN1[C@H]23	2%	-1%	-30%	50µM*	-13%	i	-6%	-11%	-10%
Cc1cc(=O)oc2cc(OCC(=O)OC(C)C(=O)NC3CCCC3)ccc12 (stereo unspecified)	1%	1%	-4%	u	-2%	5%	147%[activator]	-2%	35%
Cc1ccc(F)cc1NC(=O)Cc1ncc(C(F)(F)F)cc1Cl	9%	-1%	-12%	25%[59 µM]	2%	2%	-2%	-2%	21%
COc1cc(/C=C(\C#N)c2nc3ccccc3[nH]2)ccc1O	3%	-27%	-11%	40µM*	u	-6%	u	u	-11%
Cc1ccc(S(=O)(=O)N/N=C/c2ccc(C#N)cc2)cc1	-2%	-1%	-17%	2.2µM*	-16%	0%	25%	-25%	18%
NC(=O)CCC(=O)N1CCCC(C(=O)c2ccc(C(F)(F)F)cc2)C1 (stereo unspecified)	4%	-2%	-6%	54%[activator]	2%	0%	20%	4%	26%
CCc1ccc(S(=O)(=O)N2CCN(C(=O)C3CCN(C(C)=O)CC3)CC2)cc1	0%	0%	-21%	-1%	-10%	-2%	18%	-10%	10%
CN(c1ccc([N+](=O)[O-])cc1C(=O)Nc1ccccc1)C1CCCCC1	-3%	-7%	-33%	-41%	28%	-8%	15%	u	12%
Cc1noc(C)c1CSCC(=O)N(C)CC(=O)Nc1ccc(F)c(F)c1F	1%	x	-17%	-20%	2%	4%	28%	4%	22%
COC(=O)c1cn(CC(=O)N2CCCCCC2)c2ccccc12	5%	-1%	-2%	0%[59 µM]	1%	-4%	13%	-2%	16%
COC(=O)[C@@H]1C[C@@H](C(=O)O)[C@H](C)C1(C)C	-13%	x	-5%	11%[12.7 µM]	2%	-2%	-9%	15%	40%[activator]
Cc1ccc(-c2cc(-c3ccco3)c3c(N)c(C(=O)NN)oc3n2)cc1	24%	3%	u	x	u	-3%	u	u	-1%
CC(C)c1ccc(NC(=O)CSc2nc3ccccc3nc2Cc2ccccc2)cc1	-11%	-4%	-17%	11%[59 µM]	-6%	i	15%	6%	14%[57 µM]
CC1CN(Cc2nc3c(c(=O)n(C)c(=O)n3C)n2CCCO)CC(C)O1 (stereo unspecified)	-1%	0%	-10%	6%[59 µM]	1%	i	-1%	4%	48%
CCn1cc(C(=O)NCCc2ccc(OC)c(OC)c2)c(=O)c2cc(S(=O)(=O)N3CCCCCC3)ccc21	1%	-1%	-14%	11%[59 µM]	11%	-7%	15%	x	39%[activator]
O=C(NCc1ccccc1Cl)C1CCCN(c2ncnc3c2nc2n3CCCCC2)C1 (stereo unspecified)	2%	1%	-17%	x	-2%	0%	12%	-28%	16%
CC(C)N1C(=O)CC(Nc2cccc3cccc(N)c23)C1=O (stereo unspecified)	0%	-15%	u	45µM*	-16%	i	37%[activator]	u	-23%
Cn1cc(/C=C(\NC(=O)c2ccccc2)C(=O)NCCN2CCOCC2)c2ccccc21	15%	-1%	-22%	4%[0.0925 µM]	42%[activator]	-5%	u	-17%	36%
Cc1cc(Cl)ccc1OCCNC(=S)NC(=O)c1cccnc1	0%	-5%	-6%	16%	-16%	i	8%	-10%	15%
O=C(CC1C(=O)N(c2ccccc2)C(=O)N1Cc1ccc2c(c1)OCO2)Nc1ccccc1 (stereo unspecified)	1%	4%	-17%	-5%[59 µM]	-3%	i	13%	-14%	30%
Cc1ccc(-c2nc3ccc([N+](=O)[O-])cc3[nH]2)cc1	10%	-5%	-33%	u	-2%	-5%	-20%	-35%	13%
Cc1nc(Nc2cccc(C(C)O)c2)c2nnn(Cc3ccccc3F)c2n1 (stereo unspecified)	1%	1%	0%	-6%	-2%	6%	81%[activator]	-12%	22%
COc1ccc(CN(C)C(=O)c2ccc(OCC(=O)N3CCOCC3)c(OC)c2)cc1	-5%	x	-9%	-3%[59 µM]	0%	-7%	-8%	-15%	13%
CC1=NCCN1S(=O)(=O)c1ccc(Br)c(C)c1	1%	-2%	-10%	-16%[2.33 µM]	-2%	7%	11%	-8%	22%
CCOc1ccc2nc(SCC(=O)NC3CCCc4ccccc43)sc2c1 (stereo unspecified)	2%	4%	-3%	-1%[59 µM]	-6%	-2%	174%[activator]	11%	24%
Cc1cccc(-c2noc(CCC(=O)NC3CCCC3)n2)c1	11%	-5%	-10%	13%	-4%	-12%	47%[activator]	-3%	-2%
COc1ccc(N2CCN(S(=O)(=O)c3ccc(OC)c(C(=O)N4CCOCC4)c3)CC2)cc1	-8%	-3%	-10%	45µM*	-2%	i	39%[activator]	-21%	4%
CCC(=O)Nc1ccc(C(=O)COC(=O)CCN2C(=O)C3CC=CCC3C2=O)cc1 (stereo unspecified)	0%	x	-23%	50µM*	0%	0%	6%	13%	-10%
COc1ccc(N2CCN(C(=O)CCNS(=O)(=O)c3ccc(Br)s3)CC2)cc1	35%	-2%	-26%	-44%[12.7 µM]	-14%	0%	5%	u	1%
COC(=O)CN(c1ccccn1)S(=O)(=O)c1ccccc1	6%	-1%	-1%	13%[0.0925 µM]	0%	-6%	-5%	-10%	5%
NCCc1nc2cccnc2n1-c1ccccc1	-8%	0%	-10%	34%[59 µM]	-2%	i	39%[activator]	-21%	33%
O=C(c1ccccc1)N(Cc1nc2ccccc2c(=O)[nH]1)C1CCCC1	10%	4%	8%	-1%	2%	7%	67%[activator]	-20%	49%[activator]
O=C(CCN1C(=O)C2CC=C(Cl)CC2C1=O)NCc1ccccc1 (stereo unspecified)	0%	1%	-2%	18µM*	-10%	4%	9%	-5%	27%
O=C(CN1C(=O)NC2(CCCCCCC2)C1=O)N1CCc2ccccc2C1	-13%	0%	-11%	0%[59 µM]	-1%	-2%	-4%	-3%	5%
CC(OC(=O)CCCN=C1NS(=O)(=O)c2ccccc21)C(=O)Nc1ccccc1[N+](=O)[O-] (stereo unspecified)	16%	x	-23%	u	2%	3%	13%	9%	7%
Clc1ccc2nc(-c3ccc4c(c3)OCO4)cn2c1	-9%	-3%	-2%	-1%	-1%	-8%	52%[activator]	-2%	45%[activator]
Cc1ccc(NC(=O)Cc2ccsc2)cc1Cl	-6%	-5%	19%	55%[activator]	-3%	-7%	-9%	20%	81%[activator]
COc1ccc(-c2csc(NC(=O)c3c(OC)cccc3OC)n2)cc1	-10%	-5%	-7%	11%	14%	-8%	20%	-7%	6%

Bioassay records as filed in PubChem.

Not all compounds are listed; rates above refer to the full screens.
